Source: PubChem
Eya2 phos inh: Eya2 (human) phosphatase inhibition; O00167; recombinant Eya2, OMFP fluorescence dephosphorylation (OMFP is methylfluorescein phosphate); Potency, µM (highest dose often 76.9 µM), inactives show at the highest dose activity, negative = inhibition, hits mostly inhibitors; 0.006% of 330,000 active; further: potency means the concentration at half of the fitted maximal effect; on the % scale 0 is the no-effect control and ±100 the full control effect
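Eya2 (0.2 uM) preincubated 10 min at ambient with compound, then OMFP substrate added at 50 uM; 10 min reaction in 50 mM HEPES pH 7.5, 50 mM NaCl, 5 uM MgCl2, 0.05% BSA, 1 mM DTT. Fluorescence read at Ex 485/Em 525 nm.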
Mito fusion act: blocks mitochondrial division or promotes mitochondrial fusion; S. cerevisiae fusion-defective mutant growth rescue, CellTiterGlo 48 h; Potency, µM (series often up to 46.1 µM), for inactives: top-dose growth rescue (activation), most hits filed as activators; 0.23% of 320,000 active;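 further: potency means the concentration at half of the fitted maximal effect; % of control where 0% means no effect; nearly all actives have a fitted effect of over 45% in size; temperature-sensitive fusion mutants such as fzo1-1 at 37 °C on non-fermentable ethanol glycerol medium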
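Compounds are tested for their ability to restore growth of mitochondrial fusion-defective yeast strains at non-permissive 37C in YPEG medium over 48 hours. Viability is quantified by luciferase luminescence.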
TSG101-PTAP inh: blocks PTAP/TSG101 interaction to inhibit HIV-1 budding; Q99816; Fluorescence polarization, FITC-PTAP peptide / Tsg101 binding; Potency, µM (doses to about 115 µM), inactives show at the top dose activity change, negative = inhibition, most hits filed as inhibitors; 340,000 tested, under 10 active; AID 493005; active means well fitted inhibition curve with a large enough effect in the main read-out, with a control signal flat, not every such curve was filed as active; inconclusive means small, poorly fitted or top-dose-only effect, or effect the other way, or a change in a side signal; inactive means no such curve, though single readings can be large or run the other way; further: potency means the concentration at half of the fitted maximal effect; % of control where 0% means no effect
Target sequence (Q99816 whole entry, looked up): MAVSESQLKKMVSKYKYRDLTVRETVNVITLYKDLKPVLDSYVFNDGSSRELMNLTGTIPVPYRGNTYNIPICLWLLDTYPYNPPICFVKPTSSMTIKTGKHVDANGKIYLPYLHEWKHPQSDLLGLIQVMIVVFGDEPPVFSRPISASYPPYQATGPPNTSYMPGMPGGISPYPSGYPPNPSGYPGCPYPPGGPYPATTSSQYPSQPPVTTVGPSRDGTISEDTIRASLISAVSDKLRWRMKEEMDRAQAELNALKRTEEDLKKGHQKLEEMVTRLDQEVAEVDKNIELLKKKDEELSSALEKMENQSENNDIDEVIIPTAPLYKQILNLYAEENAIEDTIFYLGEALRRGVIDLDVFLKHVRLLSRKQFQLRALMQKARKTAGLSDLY
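Steps: Tsg101 binding domain dispensed (10 uM final), compounds pinned in DMSO, FITC-labeled PTAP-motif peptide added (50 nM final); after 20 min binding at room temperature, polarization measured.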
TSHR antag: blocks TSH signaling through the human TSH receptor; 0.2% of 330,000 active; TSHR-expressing cells, TSH-stimulated cAMP HTRF, 2 h; stronger effect = lower value; activity change, negative = inhibition, % at 11.5 µM; AID 504810; P16473;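 active means activity change below a set negative limit, meaning inhibition stronger than a set level, cut at about -70% in these data; inconclusive means activity change between two set negative limits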; further: on the % scale 0 is the no-effect control and ±100 the full control effect
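Inhibition of cAMP made by TSHR-expressing cells under TSH stimulation (4nM final, EC80; 2 h, 37 deg C) is quantified with a one-step lysis HTRF kit, anti-cAMP cryptate versus cAMP-d2.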
USP2a block: USP2a (human) protease inhibition; USP2 core, Ub-CHOP2 coupled fluorogenic reporter, 485/531; Potency, µM (doses to about 38.3 µM), for inactives: top-dose activity change, negative = inhibition, most hits filed as inhibitors; 0.01% of 330,000 active;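 further: potency means the concentration at half of the fitted maximal effect; plate controls were DMSO wells for no effect and full inhibition by NEM control for full effect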
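Deubiquitinase activity read as fluorescence (485/531 nm) after Ub-CHOP2 cleavage activates the enterokinase reporter on its substrate; USP2 core 10nM, Ub-CHOP2 and substrate 25nM each, 30min compound preincubation then 60min RT; data normalized to NEM, curves fitted.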
Tb PFK inh: T. brucei PFK enzyme inhibition. O15648. T. brucei PFK, ADP-Glo luminescence. 0.17% of 330,000 active. Potency, µM (doses to about 57.5 µM), for inactives: top-dose activity, negative = inhibition, usual class: inhibitors. AID 485367;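 further: potency means the concentration at half of the fitted maximal effect; 0% = uninhibited 1x PFK enzyme wells and -100% = no-enzyme wells; nearly all actives have a fitted effect of over 60% in size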
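Compounds were pin-transferred as a titration series up to 57 uM into substrate buffer (0.5 mM F6P, 0.1 mM ATP, pH 8.0), then 1.25 nM PFK was added and reactions ran 45 min before ADP-Glo detection.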
ELG1 repair inh: blocks ELG1-dependent DNA repair in HEK293T cells. 2.3% of 330,000 active. AID 504467. Potency, µM (series often up to 46.1 µM), without a hit: at the highest dose activity change, negative = inhibition, most hits filed as inhibitors. HEK293T ELG1-luciferase reporter, luminescence, 16 h; DNA damage induced by 5-fluorouridine; further: potency means the concentration at half of the fitted maximal effect; on the % scale 0 is the no-effect control and ±100 the full control effect; nearly all actives have a fitted effect of over 55% in size
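Reporter activity after DNA damage by 5-fluorouridine is monitored. Compound-treated cells incubate 16 hr at 37 °C, then ONE-Glo is added for 30 min before luminescence reading.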
uPA surface inh: cell surface uPA generation inhibition | cell surface uPA generation assay, qHTS | Potency, µM (titrated, usually from 38.3 µM), for the others: at the top dose activity change, negative = inhibition, usual class: inhibitors | 0.31% of 330,000 active; active means well fitted inhibition curve with a large enough effect; inconclusive means small, poorly fitted or top-dose-only effect; inactive means no such curve, though single readings can be large or run the other way; tested in mouse RAW 264.7 cells; further: potency means the concentration at half of the fitted maximal effect; on the % scale 0 is the no-effect control and ±100 the full control effect; nearly all actives have a fitted effect of over 55% in size
TCR act: activates T cell receptor signaling; Potency, µM (series often up to 9.22 µM), without a hit: at the top dose activation of IL-2 secretion, usual class: activators; 330,000 tested, under 10 active; AID 504894; primary human leukocytes, anti-CD3, IL-2 HTRF, 48 h; further: % of control where 0% means no effect
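TCR engagement came from a-CD3 beads alone, with compounds added to primary human leukocytes for 48 hr. Secreted IL-2 bridged europium cryptate- and d2-labelled anti-IL-2 antibodies, giving FRET emission at 665nm after 320nm excitation.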
B2AR arrestin: recruits beta-arrestin to the human beta2-adrenergic receptor | AID 492947 | 0.02% of 330,000 active | Potency, µM (titrated, usually from 46.1 µM), for inactives: at the highest dose activation, usual class: activators | P07550 | beta-arrestin recruitment to beta2AR, cell-based reporter;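 further: potency means the concentration at half of the fitted maximal effect; 0% = DMSO controls and full agonism = EC100 isoproterenol or metaproterenol; nearly all actives have a fitted effect of over 65% in size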
Target sequence (P07550 whole entry, looked up): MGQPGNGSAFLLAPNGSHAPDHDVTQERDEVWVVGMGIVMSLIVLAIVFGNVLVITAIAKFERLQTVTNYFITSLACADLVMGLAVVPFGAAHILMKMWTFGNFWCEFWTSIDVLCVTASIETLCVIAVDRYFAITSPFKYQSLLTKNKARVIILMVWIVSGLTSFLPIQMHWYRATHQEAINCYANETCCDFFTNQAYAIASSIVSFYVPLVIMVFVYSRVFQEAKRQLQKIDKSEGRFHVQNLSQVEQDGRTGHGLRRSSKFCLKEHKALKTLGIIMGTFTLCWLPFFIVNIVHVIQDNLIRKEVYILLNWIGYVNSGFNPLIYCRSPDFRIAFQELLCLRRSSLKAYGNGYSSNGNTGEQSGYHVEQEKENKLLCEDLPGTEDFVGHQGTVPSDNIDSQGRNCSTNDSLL
BCR signal inh: inhibitors of chronic active B-cell receptor signaling; 0.05% of 340,000 active; AID 493014; ABC-DLBCL IkBa-CBG/CBR reporter, luminescence ratio, 4 h; Potency, µM (doses to about 46.1 µM), for inactives: at the highest dose ratio change, negative = lower green/red ratio, actives largely listed as inhibitors; active means well fitted inhibition curve with a large enough effect in the signal ratio, with a control signal flat, not every such curve was filed as active; inconclusive means small, poorly fitted or top-dose-only effect, or effect the other way, or a change in a side signal; the % refers to the signal ratio;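 further: potency means the concentration at half of the fitted maximal effect; plate controls were basal doxycycline-induced cells for no effect and cells given 10 µM MG132 for full effect; MG132 reads +100%, hits lower the ratio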
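TMD8 human ABC-DLBCL cells with doxycycline-inducible IκBα–green luciferase fusion and unfused red luciferase, in 0.5% FBS medium; compounds up to 46 uM, 4 h at 37C. Green/red luminescence ratio, filter-overlap corrected, fitted to concentration-response curves.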
The depositor's hits bear a star; ? = inconclusive; · = no result given; [ ] = dose if it differs, or a comment. Unless noted, the call rests on the fitted dose curve; in most records, active means well fitted curve in the direction sought with a large enough effect; inconclusive means small, poorly fitted or top-dose-only effect, or another doubt; inactive means no such curve, though single readings can be large; an effect the other way counts as inactive or inconclusive.

SMILES,ELG1 repair inh,USP2a block,Tb PFK inh,TCR act,TSG101-PTAP inh,Mito fusion act,Eya2 phos inh,uPA surface inh,B2AR arrestin,TSHR antag,BCR signal inh
COc1ccccc1CCC(=O)Oc1ccc(C#N)cc1OC,3%,-1%,1%,7%,1%,2%,6%,0%,0.3%,-12,2%
COc1ccc(C(=O)N[C@H](C(=O)NCc2ccc(C)cc2)C(C)C)cc1,11%,-1%,-3%,-3%,-7%,-5%,6%,3%,5.9%,-3,7%
CCOc1ccc(N(CC(=O)NCCSCc2ccccc2Cl)S(C)(=O)=O)cc1,-25%,-1%,-3%,-1%,-1%,4%,11%,6%,-0.1%,29,0%
O=S(=O)(Cc1cc(Cl)nc(-c2cccnc2)n1)c1ccccc1,-14%,0%,3%,4%,-3%,-5%,15%,-12%,0.0%,?,?
C/C(=N\NC(=O)CN(c1ccccc1)S(C)(=O)=O)c1ccccc1O,16µM*,0%,-1%,2%,-1%,-6%,5%,-1%,0.3%,11,16%
COc1cc(/C=N/NC(=O)c2cc(-c3ccccc3OC(C)C)nc3ccccc23)ccc1O,?,-23%,-1%,-1%[46.1 µM],0%,5%,-16%,-11%,0.3%,40,?
CC(C)c1ccc(S(=O)(=O)N2CCC(C(=O)NCC3(N(C)C)CCCCC3)CC2)cc1,-3%,0%,1%,2%,-1%,-1%,-20%,-1%,5.8%,-10,4%
COc1ccccc1C(=O)Nc1nnc(S(=O)(=O)N2CCN(c3ccc(F)cc3)CC2)s1,2%,0%,17%,-6%,-3%,-1%,-9%,3%,0.4%,-15,3%
N#Cc1cc(C(=O)c2ccccc2O)cn(-c2ccc(Cl)cc2)c1=O,-4%,4%,-5%,-2%,-3%,17%,14%,-6%,0.5%,-2,-1%
CCOC(=O)c1c(C)[nH]c(C(=O)OCC(=O)NCc2ccccc2)c1C,0%,3%,-11%,2%,2%,·,9%,-10%,0.2%,·,0%
CCOc1ccc(-n2c(C)nnc2SCC(=O)N(CC)CC)cc1,0%,-1%,0%,1%,0%,-5%,9%,·,0.3%,-2,7%
COc1ccc(C2C(=O)N(C3CCCCC3)CC(=O)N2C2CCCC2)cc1 (stereo unspecified),4%,5%,-2%,·,·,5%,-5%,-19%,-0.2%,4,16%
COc1ccc(CNCCS(=O)(=O)NC2CCCC2)cc1,5%,0%,2%,-2%[46.1 µM],-5%,·,7%,-9%,-0.7%,-2,?
CCOC(=O)c1sc(NC(=O)CSc2nc3c(c(=O)n2-c2ccccc2)SCC3)c(C(=O)OCC)c1C,-8%,-1%,1%,·,·,-1%,7%,·,-0.9%,1,3%
O=C(OC1CCOC1=O)c1ccccc1C(=O)c1ccc(Cl)c([N+](=O)[O-])c1 (stereo unspecified),3%,2%,-5%,4%,-10%,-1%,4%,-11%,0.2%,-50,?
NC(=O)c1cccnc1Oc1ccccc1,7%,3%,2%,-4%,-4%,0%,1%,-1%,0.6%,2,3%
CC(=O)c1sc(NC(=O)c2ccc(C)cc2)nc1C,?,0%,11%,3%,-1%,2%,4%,-8%,-0.1%,0,?
CCCC(C(=O)NCc1ccco1)N(CC1CCCO1)C(=O)CNS(=O)(=O)c1ccc(F)cc1 (stereo unspecified),-3%,1%,-6%,2%,-7%,-6%,3%,-3%,-0.8%,21,7%
Oc1ccccc1CN1CCC(C(O)(c2ccccc2)c2ccccc2)CC1,-6%,-1%,-5%,5%,0%,-13%,2%,6%,0.1%,2,0%
COc1cc(/C=C/c2noc(-c3ccccc3O)n2)ccc1OC(C)=O,?,1%,-2%,-10%,-4%,12%,-12%,11%,0.6%,-12,?

One compound at a time, from the list above.
NC(=O)c1cccnc1Oc1ccccc1 is listed with ELG1 repair inh: 7%; USP2a block: 3%; Tb PFK inh: 2%; TCR act: -4%; TSG101-PTAP inh: -4%; Mito fusion act: 0%; Eya2 phos inh: 1%; uPA surface inh: -1%; B2AR arrestin: 0.6%; TSHR antag: 2; BCR signal inh: 3%
CC(=O)c1sc(NC(=O)c2ccc(C)cc2)nc1C is listed with ELG1 repair inh: ?; USP2a block: 0%; Tb PFK inh: 11%; TCR act: 3%; TSG101-PTAP inh: -1%; Mito fusion act: 2%; Eya2 phos inh: 4%; uPA surface inh: -8%; B2AR arrestin: -0.1%; TSHR antag: 0; BCR signal inh: ?

The listing continues.
SMILES,ELG1 repair inh,USP2a block,Tb PFK inh,TCR act,TSG101-PTAP inh,Mito fusion act,Eya2 phos inh,uPA surface inh,B2AR arrestin,TSHR antag,BCR signal inh
CC1CC(C)(C)NC(=S)N1CC(=O)N1CCN(Cc2ccc3c(c2)OCO3)CC1 (stereo unspecified),-11%,10%,1%,-2%,0%,4%,?,6%,0.0%,-3,-1%
CCCC(=O)Nc1ccc(C(=O)NCC(=O)OCC)cc1,24%,2%,0%,5%,-1%,-2%,16%,6%,-0.5%,-3,?
CCOc1ccccc1OCC(=O)Nc1ccc(Cl)cc1Cl,15%,0%,-1%,-7%,1%,0%,-20%,5%,-2.6%,12,5%
Cc1cc(C)cc(C(=O)N2CCC(C(N)=O)CC2)c1,24%,0%,1%,-8%,-6%,0%,-6%,1%,-0.3%,-7,7%
C/C=C(\C)c1nnc(NC(=O)OCC)s1,?,2%,-1%,0%,-5%,-6%,-6%,2%,-0.7%,0,2%
CCOC(=O)c1ccc(NC(=O)c2c(O)c3ccccc3n(C)c2=O)cc1,14%,2%,-10%,·,·,0%,13%,·,0.0%,6,?
CCCC(CCC)c1nnc(NC(=O)c2ccco2)s1,-2%,0%,-5%,-1%,-1%,-20%,-1%,-1%,-0.5%,32,3%
Cc1cc(C)n2nc(-c3cccc(Br)c3)cc2n1,?,-1%,-2%,2%,-6%,2%,2%,1%,0.4%,-11,4%
Cc1ccccc1S(=O)(=O)Cc1ccc(C(=O)NC(C)c2ccccc2)o1 (stereo unspecified),-18%,-3%,0%,4%,-3%,?,12%,2%,0.2%,21,0%
CCCCNC(=O)C(=O)Nc1cc2c3c(c1)CCC(=O)N3CCC2,?,2%,-7%,-2%,-6%,-9%,-2%,-1%,0.1%,-2,-3%
Cc1onc(-c2c(F)cccc2Cl)c1C(=O)OCC(=O)NC(=O)NCC(C)C,-20%,5%,5%,9%,-5%,9%,-20%,10%,0.1%,-12,-6%
CC(Oc1ccc(-c2ccccc2)c(F)c1)c1ccn(S(=O)(=O)c2ccc(F)cc2)n1 (stereo unspecified),-19%,1%,6%,3%[46.1 µM],-4%,10%,-3%,7%,-1.0%,-12,14%
C=C(C)COc1ccc2c(CC)cc(=O)oc2c1,0%,4%,-2%,2%,0%,-20%,-9%,-15%,0.4%,-8,?
CC1(C(=O)N(Cc2ccccc2)Cc2ccccc2)CC1(Br)Br (stereo unspecified),9%,1%,1%,-2%[46.1 µM],-1%,26%,2%,2%,0.4%,46,11%
CCNC(=S)N(CCN(C)C)Cc1cc2cc(OCC)ccc2[nH]c1=O,12%,2%,-9%,4%,-2%,7%,-14%,5%,-0.4%,-7,-24%
CCC(C)c1ccc(S(=O)(=O)N2CCN3CCCC3C2)cc1 (stereo unspecified),-11%,-1%,0%,·,1%,-4%,-5%,6%,0.2%,20,1%
CCCC(=O)Nc1ccc(N2CCCCC2)cc1,?,2%,14%,13%,-3%,1%,-14%,4%,-0.9%,6,?
O=C(CC(Nc1ccc(Cl)cc1)C(=O)O)c1ccccc1 (stereo unspecified),?,0%,?,-5%[46.1 µM],4%,1%,18%,-10%,-0.2%,-5,?
CCc1nc(N)c(C#N)c(-c2ccco2)c1C,13%,-4%,0%,0%,-3%,15%,-1%,-7%,-1.4%,-5,2%

A few values from the entries so far.
`C=C(C)COc1ccc2c(CC)cc(=O)oc2c1` in TSG101-PTAP inh reads 0%
`CCCC(=O)Nc1ccc(N2CCCCC2)cc1` in B2AR arrestin reads -0.9%
